Screens (PubChem BioAssay)
GLS inh – qHTS for Inhibitors of Glutaminase (GLS) | Glutaminase kidney isoform, mitochondrial (Homo sapiens), O94925 | GLS enzymatic activity, qHTS titration | Potency, µM (highest dose often 45.5 µM), inactives show at the highest dose activity change, negative = inhibition, usual class: inhibitors | actives 0.21% (n = 410,000) | AID 624170, 2012; note: % is set by controls: 0 for no effect and ±100 for the full control effect
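hKGA in 45 mM KH2PO4 pH 8.2, 0.02% Tween-20 with pin-transferred compounds; 1 mM L-glutamine (stock) plus glutamate oxidase/HRP/Amplex Red coupling added. Fluorescence read initially and after 30 min at RT.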
HP1b binding inh – HTS for Inhibitors of HP1-beta Chromodomain Interactions with Methylated Histone Tails; AlphaScreen HP1-beta / biotin-H3K9me3 peptide binding; Potency, µM (top dose mostly 114 µM), without a hit: top-dose activity change, negative = inhibition, actives largely listed as inhibitors; actives 0.56% (n = 390,000); note: nearly all actives have a fitted effect of over 70% in size; inactives centre near 23
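HP1-beta protein (50 nM final) preincubated 30 min at room temperature with biotinylated H3(1-18)K9me3 peptide (50 nM) in PBS pH 7.4, 0.01% Tween-20, then compound added for 30 min. AlphaScreen streptavidin donor/nickel chelate acceptor beads (10 ug/mL final), 30 min dark, luminescence read.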
BLM inh – qHTS Assay for Inhibitors of Bloom's syndrome helicase (BLM). Potency, µM (top dose mostly 56.1 µM), without a hit: at the top dose activity change, negative = inhibition, actives largely listed as inhibitors. actives 0.2% (n = 350,000). AID 2528, 2010. RecQ-like DNA helicase BLM (Homo sapiens), P54132. recombinant BLM DNA unwinding, fluorescence dequenching;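 note: plate controls were vehicle for no effect and no enzyme for full effect; nearly all actives have a fitted effect of over 35% in size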
Target sequence (P54132 whole entry, looked up): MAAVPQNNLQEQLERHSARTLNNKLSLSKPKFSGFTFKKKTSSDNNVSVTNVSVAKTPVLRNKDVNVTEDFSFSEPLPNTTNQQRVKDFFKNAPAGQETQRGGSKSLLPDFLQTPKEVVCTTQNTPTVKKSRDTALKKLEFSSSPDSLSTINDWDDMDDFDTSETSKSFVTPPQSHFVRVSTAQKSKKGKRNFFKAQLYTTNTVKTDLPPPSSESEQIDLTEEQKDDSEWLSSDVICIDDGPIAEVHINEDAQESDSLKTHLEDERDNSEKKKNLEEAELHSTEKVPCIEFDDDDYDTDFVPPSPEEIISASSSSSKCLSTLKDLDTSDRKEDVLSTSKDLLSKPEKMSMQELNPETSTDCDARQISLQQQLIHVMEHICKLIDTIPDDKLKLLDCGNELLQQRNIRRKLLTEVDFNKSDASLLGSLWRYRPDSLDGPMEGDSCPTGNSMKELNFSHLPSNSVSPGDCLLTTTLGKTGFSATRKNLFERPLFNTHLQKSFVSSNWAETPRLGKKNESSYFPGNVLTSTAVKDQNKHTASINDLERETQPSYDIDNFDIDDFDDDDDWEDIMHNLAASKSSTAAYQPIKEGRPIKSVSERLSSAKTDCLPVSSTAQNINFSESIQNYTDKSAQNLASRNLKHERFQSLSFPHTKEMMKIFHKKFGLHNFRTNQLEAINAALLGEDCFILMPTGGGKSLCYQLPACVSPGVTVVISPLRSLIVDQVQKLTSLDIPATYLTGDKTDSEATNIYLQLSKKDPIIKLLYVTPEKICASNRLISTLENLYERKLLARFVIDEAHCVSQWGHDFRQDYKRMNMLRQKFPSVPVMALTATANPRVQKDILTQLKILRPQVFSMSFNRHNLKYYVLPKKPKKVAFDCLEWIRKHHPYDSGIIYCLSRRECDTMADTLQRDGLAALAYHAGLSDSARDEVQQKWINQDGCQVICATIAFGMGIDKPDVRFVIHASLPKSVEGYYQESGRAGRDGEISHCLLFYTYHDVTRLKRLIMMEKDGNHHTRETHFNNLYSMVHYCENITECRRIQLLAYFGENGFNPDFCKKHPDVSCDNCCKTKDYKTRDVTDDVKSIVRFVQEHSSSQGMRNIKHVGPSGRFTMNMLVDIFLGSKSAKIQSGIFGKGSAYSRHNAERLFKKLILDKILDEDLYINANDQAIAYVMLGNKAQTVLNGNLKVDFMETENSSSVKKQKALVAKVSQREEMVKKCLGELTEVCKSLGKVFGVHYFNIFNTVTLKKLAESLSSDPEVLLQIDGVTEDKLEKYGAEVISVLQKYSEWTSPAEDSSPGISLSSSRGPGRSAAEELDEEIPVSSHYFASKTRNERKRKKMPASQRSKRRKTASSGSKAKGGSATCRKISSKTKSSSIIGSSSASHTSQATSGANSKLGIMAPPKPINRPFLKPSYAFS
Pin1 inhibitor – qHTS Assay to Find Inhibitors of Pin1 | Peptidyl-prolyl cis-trans isomerase NIMA-interacting 1 (Homo sapiens), Q13526 | Pin1 FP peptide displacement, HiFluor488, 10 min | Potency, µM (highest dose often 115 µM), for the others: top-dose activity, negative = inhibition, hits mostly inhibitors | actives 0.009% (n = 390,000) | AID 504891, 2011; active = well fitted inhibition curve with a large enough effect in the polarisation, with a control signal flat, not every such curve was filed as active; inconclusive = small, poorly fitted or top-dose-only effect, or effect the other way, or a change in a side signal; inactive = no such curve, though single readings can be large or run the other way; the % refers to the polarisation; note: % is set by controls: 0 for no effect and ±100 for the full control effect
G9a block – qHTS Assay for Inhibitors of Histone Lysine Methyltransferase G9a. AID 504332, 2011. actives 8.8% (n = 350,000). G9a H3K9 monomethylation, AlphaScreen, 2 h. Potency, µM (titrated, usually from 102 µM), without a hit: at the top dose activity, negative = inhibition, most hits filed as inhibitors. Histone-lysine N-methyltransferase EHMT2 (Homo sapiens), Q96KQ7; note: % is set by controls: 0 for no effect and ±100 for the full control effect; nearly all actives have a fitted effect of over 75% in size
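Quantitative HTS format: methyltransferase activity on a biotin-tagged H3K9 peptide is measured by AlphaScreen, using a rabbit anti-monomethyl-H3K9 antibody with streptavidin donor and anti-IgG acceptor beads. Final levels are 20 nM enzyme, 500 nM peptide, 20 uM SAM; 2 h RT.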
Tb PGK inh – qHTS Assay to Find Inhibitors of Phosphoglycerate Kinase; PGK/GAPDH coupled, Kinase-Glo luminescence, 60 min; actives 0.043% (n = 380,000); Phosphoglycerate kinase, glycosomal (Trypanosoma brucei brucei), P07378; Potency, µM (top dose mostly 57.5 µM), without a hit: at the highest dose activity change, negative = inhibition, most hits filed as inhibitors; note: % is set by controls: 0 for no effect and ±100 for the full control effect; nearly all actives have a fitted effect of over 60% in size
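Recombinant glycosomal PGK reaction used 1,3-bisphosphoglycerate generated in-well by GAPDH (100nM final) in 100mM TEA pH 7.6, 5mM MgCl2, 0.01% Tween-20. After 60 minutes at room temperature, ATP was read by Kinase-Glo Plus luminescence end-point.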
Pol iota inh – qHTS for Inhibitors of Polymerase Iota; Pol iota fluorescent replication assay, 10 min; Potency, µM (top dose mostly 115 µM), for the others: at the top dose activity, negative = inhibition, most hits filed as inhibitors; actives 1% (n = 390,000)
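Fluorescent replication assay read twice, at 0 min and 10 min after adding 50 nM (final) substrate. Enzyme (10 nM) and compounds were first incubated 15 min at room temperature; enzyme-free buffer wells were negative controls.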
JMJD2A Tudor inh – qHTS Assay for Inhibitors of JMJD2A-Tudor Domain; Potency, µM (titrated, usually from 114 µM), without a hit: at the highest dose activity change, negative = inhibition, most hits filed as inhibitors; Lysine-specific demethylase 4A (Homo sapiens), O75164; actives 4.4% (n = 390,000); AlphaScreen JMJD2A-Tudor / H3K4me3 peptide binding; AID 504339, 2011; note: % is set by controls: 0 for no effect and ±100 for the full control effect; nearly all actives have a fitted effect of over 50% in size
BAZ2B block – qHTS Assay for Inhibitors of BAZ2B; Bromodomain adjacent to zinc finger domain protein 2B (Homo sapiens), Q9UIF8; AlphaScreen BAZ2B-H3K14Ac peptide displacement; Potency, µM (doses to about 114 µM), without a hit: at the top dose activity change, negative = inhibition, hits mostly inhibitors; actives 4.4% (n = 360,000); AID 504333, 2011; note: % is set by controls: 0 for no effect and ±100 for the full control effect; nearly all actives have a fitted effect of over 60% in size
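Compounds, titrated to a top concentration of 110 uM, were incubated 30 min at room temperature with preformed BAZ2B/acetyl-K14 H3 peptide complex (50 nM each). Proximity signal was measured by AlphaScreen after 20 min with beads.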
* hit, by the source's call; & = joins results of further samples; [ ] = remark or other dose. Unless noted, calls come from the whole dose curve; as a rule, active = well fitted curve in the direction sought with a large enough effect; inconclusive = small, poorly fitted or top-dose-only effect, or another doubt; inactive = no such curve, though single readings can be large; an effect the other way counts as inactive or inconclusive. Potency is the fitted concentration of half-maximal effect. Some of the compounds tested; the hit share may differ from the screen's.

`Cc1noc(C)c1COc1ccccc1C(=O)NC1CCC(C)CC1` (configuration not stated) gave GLS inh 10%, HP1b binding inh 27%, BLM inh -2%, Pin1 inhibitor 1%, G9a block 52%[activator], Tb PGK inh -4%, Pol iota inh -23%, JMJD2A Tudor inh -7% and BAZ2B block 5%.
Screening COc1ccc(-c2nnc(SCC(=O)NCc3cccs3)n2CC(C)C)cc1 returned GLS inh 13%, HP1b binding inh 21%, BLM inh -16%, Pin1 inhibitor -2%, G9a block inconclusive, Tb PGK inh 6%, Pol iota inh 2%, JMJD2A Tudor inh -7% and BAZ2B block 8%.
Cc1ccc(S(=O)(=O)NC(=O)c2cccc(Br)c2)cc1 was read as GLS inh -1%, HP1b binding inh 26%, BLM inh -6%, Pin1 inhibitor -15%, G9a block 0%, Tb PGK inh -5%, Pol iota inh 0%, JMJD2A Tudor inh 0% and BAZ2B block -14%.
CCc1ccc2ncc(S(=O)(=O)c3ccc(Cl)cc3)c(N3CCN(CC)CC3)c2c1 was read as GLS inh -9%, HP1b binding inh 5%, BLM inh -5%, Pin1 inhibitor -3%, G9a block -49%[59 µM], Tb PGK inh -8%, Pol iota inh 13%, JMJD2A Tudor inh inconclusive and BAZ2B block inconclusive.
`CC(C)c1ccc(S(=O)(=O)Nc2ccc(SC(F)F)cc2)cc1` gave GLS inh -2%, HP1b binding inh 75%[activator], BLM inh -12%, Pin1 inhibitor 0%, G9a block -7%[59 µM], Tb PGK inh 7%, Pol iota inh 3%, JMJD2A Tudor inh 2% and BAZ2B block 22%.
For Clc1ccc(CCNc2ncnc3c2c(-c2ccccc2)cn3-c2ccccc2)cc1 the results were GLS inh 2%, HP1b binding inh 34%, BLM inh -6%, Pin1 inhibitor -3%, G9a block -27%[59 µM], Tb PGK inh -2%, Pol iota inh 45%[activator], JMJD2A Tudor inh -19% and BAZ2B block -33%.
`CCN(C[C@H]1N[C@@](Cc2ccccc2)(C(=O)OC)[C@H]2C(=O)N(Cc3ccccc3)C(=O)[C@@H]12)C(=O)Nc1ccc(F)cc1` gave GLS inh -4%, HP1b binding inh 43%[activator], Pin1 inhibitor 0%, Tb PGK inh -6%, Pol iota inh 18% and JMJD2A Tudor inh -14%.
For Cn1cccc1Cc1nnc(SCC(=O)NCc2ccc(F)cc2)n1-c1ccc(F)cc1 the results were GLS inh 10%, HP1b binding inh 16%, BLM inh -7%, Pin1 inhibitor 6%, G9a block 50µM*, Tb PGK inh -9%, Pol iota inh -25%, JMJD2A Tudor inh -29% and BAZ2B block inconclusive.
Screening COc1ccc2cc3cc(C(=O)NCc4ccc5c(c4)OCO5)oc3nc2c1 returned GLS inh 6%, HP1b binding inh 3%, BLM inh -13%, Pin1 inhibitor inconclusive, G9a block -18%[12.7 µM], Tb PGK inh -10%, Pol iota inh inconclusive, JMJD2A Tudor inh -15% and BAZ2B block -14%.
`CC1CCCN(c2c3c(nc4ccccc24)CCCC3)C1` (configuration not stated) gave GLS inh 24%, HP1b binding inh 41%[activator], BLM inh 1%, Pin1 inhibitor 1%, G9a block -3%[2.33 µM], Tb PGK inh 5%, Pol iota inh 19%, JMJD2A Tudor inh -2% and BAZ2B block 7%.
`COC(=O)CCCNC(=O)CCc1nnc(-c2ccc(-c3ccccc3)cc2)o1` gave GLS inh 16%, HP1b binding inh 42%[activator], Pin1 inhibitor inconclusive, Tb PGK inh 10%, Pol iota inh 8% and JMJD2A Tudor inh -8%.
For Cc1ccc(NC(=O)Cn2c(=O)n(CCCC(=O)NCc3ccco3)c(=O)c3ccccc32)cc1 the results were GLS inh -3%, HP1b binding inh 28%, BLM inh -2%, Pin1 inhibitor -2%, G9a block inconclusive, Tb PGK inh -3%, Pol iota inh -12%, JMJD2A Tudor inh 9% and BAZ2B block 0%.
`CN(C)c1ccc(S(=O)(=O)NCC(=O)NCc2ccccc2)cc1[N+](=O)[O-]` gave GLS inh 12%, HP1b binding inh -5%, BLM inh 0%, Pin1 inhibitor -2%, G9a block 45µM*, Pol iota inh -10%, JMJD2A Tudor inh inconclusive and BAZ2B block inconclusive.
`COc1ccccc1CNC(=O)Cn1nc(C(F)(F)F)cc1C` gave GLS inh -1%, HP1b binding inh 39%[activator], Pin1 inhibitor -2%, G9a block -10%[12.7 µM], Tb PGK inh 9%, Pol iota inh 24%, JMJD2A Tudor inh -4% and BAZ2B block -5%.
Cc1cccc(OCc2cc(-c3ccccc3)no2)c1C was read as GLS inh 6%, HP1b binding inh 205%[activator], BLM inh -9%, Pin1 inhibitor 0%, G9a block 399%[activator], Pol iota inh -19%, JMJD2A Tudor inh 197%[activator] and BAZ2B block 208%[activator].
For CCc1cccc(C)c1NC(=O)C1CCCO1 (configuration not stated) the results were GLS inh 8%, HP1b binding inh 21%, BLM inh -1%, Pin1 inhibitor -7%, G9a block 0%, Tb PGK inh -7%, Pol iota inh -3%, JMJD2A Tudor inh -14% and BAZ2B block 2%.
`CC(C=NNc1ccc([N+](=O)[O-])cn1)=Cc1ccccc1` gave GLS inh 2%, HP1b binding inh 5%[57 µM], Pin1 inhibitor 21%, Tb PGK inh -7%, Pol iota inh 58%[activator] and JMJD2A Tudor inh -23%.
For COC(=O)c1ccccc1NC(=O)CSCC(=O)Nc1ccc(F)cc1 the results were GLS inh 0%, HP1b binding inh 25%, BLM inh -1%, Pin1 inhibitor 2%, G9a block 23%, Tb PGK inh -7%, Pol iota inh 49%[activator], JMJD2A Tudor inh -6% and BAZ2B block -22%.
For COCCNCCCOc1ccc(C)cc1Br the results were GLS inh -2%, HP1b binding inh -18%, BLM inh -7%, Pin1 inhibitor 2%, Tb PGK inh 2%, Pol iota inh 2%, JMJD2A Tudor inh 20µM* and BAZ2B block 56µM*.
Screening CCC(=O)N1CCc2cc(Br)cc(S(=O)(=O)N3CCC(C(=O)NCCCOC(C)C)CC3)c21 returned GLS inh 1%&-3%, HP1b binding inh 5%&69%, BLM inh -16%&-2%, Pin1 inhibitor 2%&3%, G9a block -7%, Tb PGK inh -2%, Pol iota inh -12%&12%, JMJD2A Tudor inh 8%&0% and BAZ2B block -2%&18%.

Next section (2 carried over from the part before).
For COCCNCCCOc1ccc(C)cc1Br the results were GLS inh -2%, HP1b binding inh -18%, BLM inh -7%, Pin1 inhibitor 2%, Tb PGK inh 2%, Pol iota inh 2%, JMJD2A Tudor inh 20µM* and BAZ2B block 56µM*.
Screening CCC(=O)N1CCc2cc(Br)cc(S(=O)(=O)N3CCC(C(=O)NCCCOC(C)C)CC3)c21 returned GLS inh 1%&-3%, HP1b binding inh 5%&69%, BLM inh -16%&-2%, Pin1 inhibitor 2%&3%, G9a block -7%, Tb PGK inh -2%, Pol iota inh -12%&12%, JMJD2A Tudor inh 8%&0% and BAZ2B block -2%&18%.
O=C(NCc1cccnc1)C(=O)NCC1OCCN1S(=O)(=O)c1cc(F)ccc1F (configuration not stated) was read as GLS inh -8%, HP1b binding inh 55%[activator], BLM inh -9%, Pin1 inhibitor inconclusive, G9a block 10%, Tb PGK inh 7%, Pol iota inh inconclusive, JMJD2A Tudor inh -3% and BAZ2B block -24%.
`CC(O)CNCCCOc1ccccc1OCc1ccccc1` (configuration not stated) gave GLS inh -1%, HP1b binding inh -32%, BLM inh 3%, Pin1 inhibitor -7%, G9a block 13µM*, Tb PGK inh -7%, Pol iota inh 172%[activator], JMJD2A Tudor inh 3.2µM* and BAZ2B block 50µM*.
Cc1oc(-c2ccc(Cl)cc2)nc1CS(=O)CC(=O)NCCCN1CCN(Cc2ccccc2)CC1 (configuration not stated) was read as GLS inh 0%, HP1b binding inh 9%, BLM inh 2%, Pin1 inhibitor -1%, G9a block 19%, Tb PGK inh -4%, Pol iota inh -7%, JMJD2A Tudor inh -19% and BAZ2B block -27%.
Screening CC(NC(=O)Nc1ccccc1)C(c1cccs1)N1CCN(C)CC1 (configuration not stated) returned GLS inh -7%, HP1b binding inh 50%[activator], BLM inh -1%, Pin1 inhibitor 1%, G9a block -30%, Tb PGK inh -4%, Pol iota inh 1%, JMJD2A Tudor inh 1% and BAZ2B block -5%.
Screening N#CCC(=O)Nc1ccccc1C(=O)O returned GLS inh -10%, HP1b binding inh 45%[activator], BLM inh 1%, Pin1 inhibitor -3%, G9a block inconclusive, Tb PGK inh -7%, Pol iota inh 2%, JMJD2A Tudor inh 7% and BAZ2B block 6%.
CN(C(=O)CSc1nnc(-c2ccc(C(C)(C)C)cc2)n1C)C1CCS(=O)(=O)C1 (configuration not stated) was read as GLS inh -9%, HP1b binding inh 31%[activator], Pin1 inhibitor 4%, G9a block 1%[12.7 µM], Tb PGK inh -1%, Pol iota inh 9%, JMJD2A Tudor inh -9% and BAZ2B block -5%.
`Cc1ccc(C(=O)N2CCC(N3CCC(C(=O)N4CCOCC4)CC3)CC2)cc1C` gave GLS inh -1%, HP1b binding inh 28%, BLM inh -1%, Pin1 inhibitor 9%, G9a block 32%, Tb PGK inh 3%, Pol iota inh 12%, JMJD2A Tudor inh -6% and BAZ2B block -12%.
`Cc1ccc(CNC(=O)CSC2=Nc3ccccc3N=C(c3ccc(F)cc3)C2)cc1` gave GLS inh 2%, HP1b binding inh 11%[57 µM], BLM inh 0%, Pin1 inhibitor inconclusive, G9a block -5%[59 µM], Tb PGK inh 2%, Pol iota inh 0%, JMJD2A Tudor inh -6% and BAZ2B block -12%.
